Hsp90 Hop PPI: changes Hsp90-Hop TPR2A binding signal, up or down; AID 595; AlphaScreen TPR2A-His6 binding biotin-Hsp90 C-terminal peptide; hit rate 0.44% among 71,000; Potency, µM (doses to about 57 µM), for the others: at the top dose activity change, negative = inhibition; active means well fitted curve in either direction with a large enough effect; inconclusive means small, poorly fitted or top-dose-only effect, or another doubt; further: potency means the concentration at half of the fitted maximal effect; on the % scale 0 is the no-effect control and ±100 the full control effect; many of its hits are not listed in these tables
CRE Fsk mod: modulators of forskolin-stimulated CRE signaling in CHO cells; hit rate 2.5% among 71,000; CHO CRE-bla reporter (cAMP response element driving beta-lactamase), forskolin EC10, beta-lactamase ratio; Potency, µM (top dose mostly 38.2 µM), for the others: at the highest dose activity change, negative = inhibition, most hits filed as activators; AID 662; active means well fitted activation curve with a large enough effect in the signal ratio, with a control signal flat, not every such curve was filed as active; inconclusive means small, poorly fitted or top-dose-only effect, or effect the other way, or a change in a side signal; the % refers to the signal ratio; further: potency means the concentration at half of the fitted maximal effect; % of control where 0% means no effect
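Reporter-gene assay: CHO cells with beta-lactamase behind cAMP responsive elements, co-treated with compound and EC10 NKH 477 for 3 hours at 37 degrees Celsius. Activity came from the 460/530 nm CCF4 emission ratio.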
GFP derepression: epigenetic modulators derepressing GFP locus in mouse cells | Potency, µM (doses to about 46.1 µM), for inactives: at the top dose GFP derepression (activation) | AID 597 | hit rate 0.09% among 68,000 | mouse C127i GFP locus derepression, cytometry, 30 h; further: % of control where 0% means no effect
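Derepression screen: silenced CMV-GFP reporter in murine C127i cells, 30 h compound incubation at 37 C, washed cells imaged by laser-scanning cytometer to enumerate GFP-expressing objects of 20 to 120 um.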
Pol III holo inh: blocks replication by bacterial DNA polymerase III holoenzyme; reconstituted DNA polymerase III holoenzyme replication, biochemical; Potency, µM (doses to about 57.1 µM), inactives show top-dose activity change, negative = inhibition; hit rate 0.25% among 71,000; AID 603; further: potency means the concentration at half of the fitted maximal effect; on the % scale 0 is the no-effect control and ±100 the full control effect
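Reconstituted *E. coli* holoenzyme (0.35 nM Pol III, 1 nM beta, 154 nM SSB, 2 nM primase) was preincubated with compound for 15 min at RT. Synthesis on 1.4 nM ssM13Gori ran 35 min, then was stopped with PicoGreen/EDTA and read as dsDNA fluorescence.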
4MU fluor: compounds fluorescent in 4-MU spectral region | compound autofluorescence, 340/450 nm, 4-MU equivalents; stronger effect = higher value | max dye-equivalent concentration, M | hit rate 11% among 59,000 | AID 589; in the data active means max dye-equivalent concentration above about 10 nM; inconclusive means mostly about 1.1 nM to 9.6 nM
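Compounds in 100 mM Tris, pH 8.0, sat 15 min at room temperature before fluorescence was read at 340 nm excitation/450 nm emission; a per-plate six-point 4-MU standard curve converted signals to dye-equivalent concentration at each compound concentration.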
BRCT PPI red: inhibitors of human BRCA1 BRCT-phosphoprotein interaction (red fluorophore); hit rate 0.03% among 75,000; AID 892; BRCT-phosphopeptide binding, red fluorescence polarization; Potency, µM (top dose mostly 76.9 µM), for inactives: top-dose activity change, negative = inhibition, most hits filed as inhibitors; P38398; further: on the % scale 0 is the no-effect control and ±100 the full control effect
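Fluorescence polarization: 100 nM His-tagged BRCA1 BRCT with 100 nM TAMRA-labelled phospho-BACH1 decapeptide, phosphate buffer pH 7.3 with 150 mM NaCl, DTT, 0.01% Tween 20; 12 min RT. Binding inhibition seen as FP decrease.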
A350 fluor: compounds fluorescent in Alexa 350 spectral region; Compound autofluorescence, 340/450 nm, Alexa 350 dye-equivalents; stronger effect = higher value; max dye-equivalent concentration, M; hit rate 11% among 59,000; in the data active means max dye-equivalent concentration above about 10 nM; inconclusive means mostly about 1.1 nM to 9.6 nM
Ub-GFP proteasome: proteasome inhibitors stabilizing ubiquitin-GFP reporter. Ubiquitin-GFP reporter cells, proteasome inhibition, GFP fluorescence; response scale: untreated = 0%, 10 µM MG-132 = 100%. Potency, µM (doses to about 45.9 µM), for inactives: at the top dose activation (GFP accumulation), hits mostly activators. 67,000 tested, under 10 active; active means well fitted activation curve with a large enough effect, not every such curve was filed as active; inconclusive means small, poorly fitted or top-dose-only effect, or another doubt; inactive means no such curve, though single readings can be large or run the other way; further: potency means the concentration at half of the fitted maximal effect
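Proteasome block read as GFP accumulation: ubiquitin(G76V)-GFP U2OS cells exposed to compound (2.9 nM–46 uM) for 4 hr at 37 C. Normalization used untreated cells as 0% and 10 uM MG-132 as 100%; concentration-response curves fitted.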
15-hLO inh: inhibitors of human 15-lipoxygenase (ALOX15); P16050; purified 15hLO-1, xylenol orange hydroperoxide absorbance; Potency, µM (highest dose often 57.1 µM), inactives show at the highest dose activity change, negative = inhibition, actives largely listed as inhibitors; hit rate 1.4% among 74,000; AID 887; further: potency means the concentration at half of the fitted maximal effect; on the % scale 0 is the no-effect control and ±100 the full control effect; nearly all actives have a fitted effect of over 55% in size
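Compounds were preincubated 15 min at room temperature with 40 nM purified human enzyme (25 mM Hepes pH 7.5, 0.01% Triton X-100); 50 uM arachidonic acid reacted 6 min. Fe-xylenol orange detection, 30 min, absorbance ratio 573/405 nm.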
BRCT inh green: blocks human BRCA1 BRCT binding to phosphopeptide, green readout | P38398 | BRCA1 BRCT-phosphopeptide binding, green fluorescence polarization | Potency, µM (series often up to 76.9 µM), for inactives: at the highest dose activity change, negative = inhibition, hits mostly inhibitors | hit rate 0.05% among 75,000;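 further: potency means the concentration at half of the fitted maximal effect; plate controls were peptide without protein for full effect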
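Compounds were incubated for 12 min at room temperature with a complex of 100 nM fluorescein-tagged pBACH1 decapeptide and 250 nM His-tagged BRCT protein. Buffer was phosphate pH 7.3 with EDTA, DTT and Tween 20. Disruption of binding lowers the polarization signal.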
HBB splicing: alters splicing of the hemoglobin beta chain; HBB splicing reporter cell assay, activation; EGFP reporter with mutant IVS2-654 intron; response scale: normalised to 500 nM splice-correcting PNA; Potency, µM (titrated, usually from 46.1 µM), inactives show top-dose activation, hits mostly activators; hit rate 0.06% among 65,000; further: potency means the concentration at half of the fitted maximal effect; 0% is about no effect
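HeLa cells stably expressing EGFP interrupted by mutant beta-globin intron 2 (IVS2-654), 500/well in 2% FCS. Treated with compound for 2 days at 37C. Splicing correction scored as total well GFP intensity (488 nm excitation, 500-520 nm emission); 500 nM antisense PNA served as control.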
* marks the source's active call; other numbers are inactive results; i = inactive; ? = inconclusive; . = no result given; [ ] = dose if it differs, or a comment. Unless noted, the call rests on the fitted dose curve; in most records, active means well fitted curve in the direction sought with a large enough effect; inconclusive means small, poorly fitted or top-dose-only effect, or another doubt; inactive means no such curve, though single readings can be large; an effect the other way counts as inactive or inconclusive.

No.	molecule	Hsp90 Hop PPI	CRE Fsk mod	GFP derepression	Pol III holo inh	4MU fluor	BRCT PPI red
1	Cc1ccccc1OCc1nnc2c3cnn(C)c3ncn12	-0.5%	?	1.2%	-7.1%	i	-0.6%
2	Cc1ccc2c(c1)NC(=O)C(CC(=O)NCc1cccnc1)O2 (configuration not stated)	-7.0%[2.3 µM]	4.0%	.	-7.9%	.	0.1%
3	COc1ccccc1N1CCN(Cc2nnnn2CCc2ccccc2)CC1	-0.4%	-2.6%	1.2%	-5.7%	i	-4.0%
4	CC1(C)C(c2cccs2)=[N+]([O-])C2(CCCCC/C2=N\O)N1O (configuration not stated)	3.9%	?	-1.2%	0.1%	i	-0.7%
5	C=CCNC(=O)c1ccccc1NS(=O)(=O)c1ccccc1	5.2%	?	-4.8%	-2.6%	i	-1.2%
6	Cc1oc(C)c2c(=O)ccc3c(c12)OC(N)=C(C#N)C3c1ccccc1Cl (configuration not stated)	-13.1%	?	0.0%	1.2%	i	0.6%
7	CCOC(=O)N1CCN(S(=O)(=O)c2ccc3c(c2)OCC(=O)N3)CC1	-2.3%	-6.5%	0.0%	-10.4%	?	-1.6%
8	CCOC(=O)CCC(=O)Nc1ccc(S(=O)(=O)N2CCCC2)cc1	-1.7%	?	2.3%	-2.0%	i	1.0%
9	O=C(CC(=O)NCc1cccnc1)NCc1cccnc1	?	2.5%	-3.5%	-2.1%	i	1.1%
10	COC(=O)c1c(C(=O)OC)c2cc(C)ccn2c1Cl	18.1%	?	4.1%	-0.2%	8.77e-08M*	1.1%
11	Cc1cccc(C)c1O	-14.3%	-3.6%	.	-0.2%	.	0.4%
12	CCCOc1ccc(/C(O)=C2/C(=O)C(=O)N(CCCOC)C2c2ccncc2)cc1 (configuration not stated)	1.0%	-3.8%	-2.1%	-1.0%	i	0.8%
13	COCC(=O)N1CCC2(CCCN(C(=O)Nc3ccccc3)C2)CC1	2.4%	-6.0%	0.1%[9.22 µM]	-0.2%	i	-0.6%
14	Cc1cc(C)c2c(c1)NC(=O)C2(O)CC(=O)c1cccs1 (configuration not stated)	0.5%	1.4%	2.1%	-3.2%	i	0.9%
15	Cc1cc(C)n(-c2ccc(N3CCOCC3)nn2)n1	-6.4%	7.7%	5.0%	-8.4%	.	2.1%

No.	A350 fluor	Ub-GFP proteasome	15-hLO inh	BRCT inh green	HBB splicing
1	i	-2.8%	1.2%	0.4%	2.3%
2	.	14.3%	-2.1%	0.2%	-0.2%
3	i	0.9%	5.1%	-1.8%	0.3%[57.5 µM]
4	i	-6.3%	1.9%	-2.2%	3.1%
5	i	3.3%	-7.0%	1.8%	0.8%
6	i	10.4%	?	19.4%	?
7	?	5.9%	11.3%	-1.1%	3.3%[0.369 µM]
8	i	-3.0%	4.5%	-1.4%	-0.5%[57.5 µM]
9	i	-0.9%	-8.0%	-0.5%	0.5%
10	7.8e-08M*	-3.9%	6.2%	-1.3%	.
11	.	.	-0.6%	-2.0%	-0.7%
12	i	.	-4.9%	0.2%	-0.8%[0.369 µM]
13	i	12.9%	10.2%	-2.5%	2.8%
14	i	15.8%	0.9%	-0.3%	-1.0%
15	.	11.0%	-0.3%	0.3%	-4.5%

(more compounds)
No.	molecule	Hsp90 Hop PPI	CRE Fsk mod	GFP derepression	Pol III holo inh	4MU fluor	BRCT PPI red
16	COc1ccc(C(=O)N2CCC3(CCN(Cc4nccs4)CC3)CC2)cc1	-3.5%	6.1%	0.0%[9.22 µM]	-4.9%	i	-0.9%
17	O=C(CN(c1ccc(Cl)c(C(F)(F)F)c1)S(=O)(=O)c1ccccc1)N1CCOCC1	-1.8%	-6.4%	-4.2%	-4.1%	.	-0.2%
18	O=C(NCC(=O)N(CC1CCCO1)C(C(=O)NC1CCCC1)c1ccc(F)cc1)c1ccco1 (configuration not stated)	-2.8%	-2.4%	1.2%	-3.6%	i	0.3%
19	Cc1ccc(Oc2ccc(NC(=O)c3ccco3)cc2)cc1	27.3%	-0.2%	1.8%	6.4%	.	-0.8%
20	O=C(Nc1cccnc1)Nc1ccc(Br)cc1Cl	2.1%	-1.7%	5.8%	-5.2%	i	0.7%
21	Cc1ccc(-c2nn3c(C)nnc3c3ccccc23)cc1S(=O)(=O)NCc1ccco1	-3.5%	?	1.6%	3.3%	i	2.4%
22	COc1ccc(CNC(=O)c2ccccc2SC)cc1	-10.3%	14.0%	5.4%	1.0%	i	-1.9%
23	CC(=O)c1ccc(NC(=O)C2CCCNC2=O)cc1 (configuration not stated)	-1.9%	-8.3%	-2.1%	-0.1%	i	1.0%
24	c1ccc(-c2cccc(N3CCC4(CCNCC4)CC3)c2)cc1	-24.1%	?	2.3%[9.22 µM]	3.3%	i	-0.8%
25	CCC(C)N1CC(C(=O)NC2CCCCC2)CC1=O (configuration not stated)	-1.9%	-1.0%	5.5%	-0.2%	i	0.3%
26	COc1ccc2c(c1)[n+]([O-])c(/C(C)=N/NC(N)=S)c(C)[n+]2[O-]	-4.4%[11 µM]	?	0.0%[9.22 µM]	-12.2%[11.4 µM]	1.81e-08M*	0.3%[15.4 µM]
27	N#CCSc1nc2c(cc1C#N)CCCC2	6.8%	12.6µM*	4.5%	-10.3%	i	-0.3%
28	N=c1ccn(Cc2ccc(Cl)cc2)cc1	-2.8%	24.7%	2.0%	2.6%	i	-1.9%
29	O=S1(=O)CCN=C2SC3=C(CCCC3)N21	-1.4%	?	1.0%	-6.1%	i	0.8%
30	O=C(NCc1ccco1)C1CCN(c2nc3ccccc3n2Cc2ccc(F)cc2)CC1	-4.6%	-12.5%	9.3%	5.6%	.	-1.2%

No.	A350 fluor	Ub-GFP proteasome	15-hLO inh	BRCT inh green	HBB splicing
16	i	-4.6%	7.4%	0.0%	-0.9%
17	.	6.2%	-0.2%	-1.5%	0.4%[9.22 µM]
18	?	0.0%	-1.3%	-0.4%	-1.9%
19	.	2.9%	?	3.8%	-0.6%
20	i	3.2%	-15.8%	-0.1%	8.5%
21	i	-7.5%	-5.1%	21.1%	-1.0%
22	i	-4.0%	-6.9%	-0.1%	-0.4%
23	i	1.0%	3.4%	-1.1%	-1.4%
24	i	-6.7%	-20.3%	-3.6%	-1.6%
25	i	-3.1%	1.0%	0.1%	-0.9%
26	2e-08M*	8.6%[9.17 µM]	-7.0%[11.4 µM]	-0.1%[15.4 µM]	0.0%[9.22 µM]
27	?	-2.1%	-19.3%	-0.4%	-0.2%[57.5 µM]
28	i	-6.4%	8.5%	-1.0%	6.6%[1.84 µM]
29	i	-3.4%	18.0%	-4.6%	0.3%
30	.	-16.8%	-11.2%	-0.7%	-1.2%

Another view of 2 compounds above:
cpd	molecule	Hsp90 Hop PPI	CRE Fsk mod	GFP derepression	Pol III holo inh	4MU fluor	BRCT PPI red	A350 fluor	Ub-GFP proteasome	15-hLO inh	BRCT inh green	HBB splicing
20	O=C(Nc1cccnc1)Nc1ccc(Br)cc1Cl	2.1%	-1.7%	5.8%	-5.2%	i	0.7%	i	3.2%	-15.8%	-0.1%	8.5%
21	Cc1ccc(-c2nn3c(C)nnc3c3ccccc23)cc1S(=O)(=O)NCc1ccco1	-3.5%	?	1.6%	3.3%	i	2.4%	i	-7.5%	-5.1%	21.1%	-1.0%

The list goes on:
No.	molecule	Hsp90 Hop PPI	CRE Fsk mod	GFP derepression	Pol III holo inh	4MU fluor	BRCT PPI red
31	COc1ccc(-n2c(=O)c(-c3cccc(C#N)c3)nc3cnc(N4CCNCC4)nc32)cc1	-0.8%	10µM*	17.7%[9.22 µM]	-3.1%	?	1.8%
32	CC1=Nn2c(nnc2-c2n[nH]c3c2CCC3)SC1	-3.2%	?	0.0%	-3.3%	i	-0.1%
33	CCC(=O)N1CCc2cc(Br)cc(S(=O)(=O)CCC(=O)NCc3ccco3)c21	-6.2%	-2.5%	3.6%	-0.5%	i	-0.4%
34	COC(=O)C1C2C=CC3(CN(Cc4cccs4)C(=O)C13)O2 (configuration not stated)	2.3%	2.2%	-1.9%	-10.0%	i	1.7%

No.	A350 fluor	Ub-GFP proteasome	15-hLO inh	BRCT inh green	HBB splicing
31	?	16.0%	-7.9%	-0.8%	1.3%
32	i	10.7%	4.7%	-2.4%	4.2%[1.84 µM]
33	i	-11.8%	0.6%	0.9%	0.2%
34	i	-4.5%	9.4%	-6.1%	.
